# Assay outcomes (PubChem BioAssay)
# DRD3 antagonist: qHTS of D3 Dopamine Receptor Antagonist: qHTS. D(3) dopamine receptor (Homo sapiens), P35462. D3R cells, DiscoveRx beta-arrestin luminescence, antagonist mode; active compounds read low. max response, negative = inhibition, %. actives 2.5% (n = 360,000); in the data active = max response below about -50%; inconclusive = no clear call, values can overlap the other calls; also: % is scaled to controls: 0 for no effect and ±100 for the full control effect; mostly tested at two doses, the higher about 12 µM
# Target sequence (P35462 whole entry, looked up): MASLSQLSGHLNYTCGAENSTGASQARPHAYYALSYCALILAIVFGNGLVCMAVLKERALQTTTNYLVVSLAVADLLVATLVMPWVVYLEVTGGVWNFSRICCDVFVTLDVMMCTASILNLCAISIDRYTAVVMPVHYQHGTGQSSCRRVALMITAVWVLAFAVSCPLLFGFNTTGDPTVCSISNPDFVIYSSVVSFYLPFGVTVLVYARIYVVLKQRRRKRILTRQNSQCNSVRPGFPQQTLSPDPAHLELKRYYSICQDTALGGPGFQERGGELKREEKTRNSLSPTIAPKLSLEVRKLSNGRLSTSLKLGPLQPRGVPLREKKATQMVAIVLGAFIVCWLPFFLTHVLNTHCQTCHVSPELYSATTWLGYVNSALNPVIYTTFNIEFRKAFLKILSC
#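 Cells plated overnight at 1500 cells/well, then exposed to library compounds with dopamine controls for 90 minutes at 37 degrees C. DiscoveRx reagent added for 30–60 minutes at room temperature; luminescence read, quantitative HTS format.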
# HEK293 tox: qHTS of GLP-1 Receptor Inverse Agonists: Cytotox Screen. HEK293 cAMP-luciferase reporter cells, luminescence, 24 h. Potency, µM (doses to about 38.3 µM), without a hit: at the highest dose activity change, negative = inhibition, most hits filed as inhibitors. actives 0.13% (n = 410,000). AID 624418, 2012;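 also: loss of luciferase light is scored as toxicity; potency is read from the fitted curve at half-maximal effect; % is scaled to controls: 0 for no effect and ±100 for the full control effect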
#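 MLSMR compounds, 24 hr on cells at 37 deg C/5% CO2; luminescence after luciferase reagent (12 min RT). Inhibition counted as the undesired cytotoxic outcome.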
# DRD3 agonist: qHTS of D3 Dopamine Receptor Agonist: qHTS; D(3) dopamine receptor (Homo sapiens), P35462; D3R DiscoveRx beta-arrestin cells, luminescence, 90 min; max activation, %; actives 0.58% (n = 410,000); AID 652048, 2013; in the data active = max activation above about 30%; also: 0% is about no effect; mostly tested at two doses, the higher about 12 µM
#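 Cells at 1500/well, incubated overnight, then treated with pinned compounds (dopamine as control) for 90 min at 37 degrees C. DiscoveRx reagent added for 30 - 60 minutes at room temperature; luminescence read.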
# GLP1R inv ag: qHTS of GLP-1 Receptor Inverse Agonists (Inhibition Mode). HEK293 GLP-1R CRE-luciferase, luminescence, 24 h; GLP-1R form is constitutively active. AID 624417, 2012. Glucagon-like peptide 1 receptor (Homo sapiens), P43220. actives 1.6% (n = 410,000). Potency, µM (series often up to 38.3 µM), inactives show top-dose activity change, negative = inhibition, hits mostly inhibitors; also: potency is read from the fitted curve at half-maximal effect; % is scaled to controls: 0 for no effect and ±100 for the full control effect; nearly all actives have a fitted effect of over 55% in size
#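 Cells are plated, allowed 12 hours at 37 deg C, then treated with compounds for 24 hr before luciferase detection reagent is added and luminescence is read after 12 min at room temperature. The HEK293 line carries constitutively active GLP-1R with a cAMP-responsive reporter.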
# PI5P4Ka inh: qHTS for Inhibitors of phosphatidylinositol 5-phosphate 4-kinase (PI5P4K); PI5P4Kalpha enzyme, ADP-Glo luminescence, 60 min; active compounds read low; Phosphatidylinositol 5-phosphate 4-kinase type-2 alpha (Homo sapiens), P48426; AID 652105, 2013; actives 1.2% (n = 330,000); max response, %; active = max response of -50% or lower; inconclusive = between -30% and -50%; inactive = -30% or higher; also: value at the top dose of about 77 µM; % is scaled to controls: 0 for no effect and ±100 for the full control effect
#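 Luminescence from ADP-Glo served as readout of PI5P4Kalpha activity in a qHTS format. Reaction: enzyme, substrate, compound, ATP at 5 microM final, 60 min at RT.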
# WRN helicase inh: qHTS for Inhibitors of WRN Helicase | WRN helicase unwinding, fluorescent forked duplex, kinetic | Potency, µM (series often up to 114 µM), without a hit: at the top dose activity change, negative = inhibition, actives largely listed as inhibitors | actives 0.46% (n = 360,000); also: potency is read from the fitted curve at half-maximal effect; % is scaled to controls: 0 for no effect and ±100 for the full control effect; nearly all actives have a fitted effect of over 55% in size
#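 WRN at 20 nM final was preincubated with compound for 15 min at room temperature; reaction started with 100 nM forked duplex oligonucleotide carrying fluorophore and quencher plus 2 mM ATP (final). Unwinding followed kinetically by red fluorescence (ex 525/em 598 nm).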
# IL-2 act: qHTS of IL-2 Activators; activation, % (series mostly up to about 46 µM); IL-2 activation reporter assay, cell-based qHTS; stimulated with anti-CD3/CD4/CD28 beads; in transgenic mouse T cells; actives 0.065% (n = 360,000); in the data active = activation above about 50%; inconclusive = mostly about 30% to 49%; also: 0% is about no effect
#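 Unstimulated transgenic mouse T cells, 750 per well, received compound and, after 60 minutes, anti-CD3/anti-CD4 bead plus anti-CD28 stimulation. EGFP and DsRed were quantified after 18 hours.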
# GLP1R ag: qHTS of GLP-1 Receptor Agonists. HEK293 GLP-1R CRE-luciferase, luminescence, 4-6 h; cells express a hypersensitive GLP-1R form. Potency, µM (doses to about 45.6 µM), without a hit: at the top dose activation, actives largely listed as activators. actives 0.007% (n = 380,000). AID 624172, 2012; also: potency is read from the fitted curve at half-maximal effect; % of control where 0% means no effect
# PLK1 PBD inh: qHTS for Inhibitors of PLK1-PDB (polo-like kinase 1 - polo-box domain): Primary Screen; Plk1 PBD binding of FITC phosphopeptide, fluorescence polarization; Potency, µM, for the others: max response, negative = inhibition, hits mostly inhibitors; actives 2.8% (n = 360,000); also: potency is read from the fitted curve at half-maximal effect; series mostly up to about 57 µM; % is scaled to controls: 0 for no effect and ±100 for the full control effect; nearly all actives have a fitted effect of over 65% in size
# Target sequence (P53350 whole entry, looked up, the tested form may be a part): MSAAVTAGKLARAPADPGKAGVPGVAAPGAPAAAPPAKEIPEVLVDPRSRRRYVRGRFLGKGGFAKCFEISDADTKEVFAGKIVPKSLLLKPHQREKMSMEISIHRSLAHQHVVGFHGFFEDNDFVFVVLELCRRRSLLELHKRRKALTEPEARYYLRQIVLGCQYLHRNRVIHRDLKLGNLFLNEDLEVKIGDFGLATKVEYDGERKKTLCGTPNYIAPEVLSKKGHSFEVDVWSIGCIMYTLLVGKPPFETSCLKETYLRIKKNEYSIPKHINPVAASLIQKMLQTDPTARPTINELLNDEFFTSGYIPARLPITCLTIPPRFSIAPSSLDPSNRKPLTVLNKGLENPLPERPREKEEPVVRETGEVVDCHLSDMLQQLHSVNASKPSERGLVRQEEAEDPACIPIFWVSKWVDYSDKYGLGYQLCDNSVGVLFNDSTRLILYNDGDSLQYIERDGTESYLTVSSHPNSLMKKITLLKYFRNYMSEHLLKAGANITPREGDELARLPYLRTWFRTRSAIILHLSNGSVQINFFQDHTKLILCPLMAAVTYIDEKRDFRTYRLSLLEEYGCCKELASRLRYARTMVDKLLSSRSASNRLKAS
# An asterisk follows results filed as active; u = inconclusive; x = no result given; [ ] = remark or other dose. Unless noted, calls follow the shape of the dose curve; as a rule, active = well fitted curve in the direction sought with a large enough effect; inconclusive = small, poorly fitted or top-dose-only effect, or another doubt; inactive = no such curve, though single readings can be large; an effect the other way counts as inactive or inconclusive.
SMILES,DRD3 antagonist,HEK293 tox,DRD3 agonist,GLP1R inv ag,PI5P4Ka inh,WRN helicase inh,IL-2 act,GLP1R ag,PLK1 PBD inh
COc1ccccc1CC(=O)NNS(=O)(=O)c1ccc([N+](=O)[O-])cc1,0,-19%,-1,u,1,-2%,-1.4,-3%,-1%
COc1ccc(-c2csc(NC(=O)Cn3nc(C)cc3C)n2)cc1,-7,-14%,0,-17%,-2,4%,-0.7,-1%,-6%
CCC(=O)Nc1ccc2nc3c(=O)[nH]c(=S)[nH]c3nc2c1,-13,34%[activator],-12,2%,-66*,u,-3.0,-6%,u
CC(C)C(=O)Nc1nnc(SCC(=O)Nc2ccc3c(c2)OCCO3)s1,5,8%,2,2%,-3,-20%,-1.9,6%,-1%
CCN(CC(=O)Nc1c(F)cccc1F)C(=O)COc1ccc2c(C)cc(=O)oc2c1,-8,8%[0.307 µM],-7,-10%[0.307 µM],3,6%,0.1,13%,-14%
CCn1cc(C(=O)NCc2ccccc2)c(=O)c2cc(S(=O)(=O)N3CCc4ccccc4C3)ccc21,x,5%,-11,-19%,x,x,x,0%,x
CCOc1ccc(NC(=S)/C(=C(\[O-])c2ccc(C)c([N+](=O)[O-])c2)[n+]2ccccc2)cc1,2,-27%,5,u,-12,-2%,0.4,-3%,-13%
Cc1ccn2cc(CCNS(=O)(=O)c3ccc4ccccc4c3)nc2c1,3,8%,-7,4%,1,1%,-0.2,-2%,-2%
COC(=O)C1(NC(=O)NC2CCCCC2)CCCCC1,-5,-5%,-2,-1%,7,-23%,1.9,-1%,-5%
Cn1nc(-c2ccc3c(c2)OCCO3)c2ccccc2c1=O,15,1%,17,27%,-3,-14%,-0.1,23%,-5%
CS(=O)(=O)N(CC(=O)N1CCOCC1)c1cccc([N+](=O)[O-])c1,0,-2%,-2,17%,-3,2%,-0.6,-4%,5%
COc1cc(C(=O)NC(=S)NNC(=O)c2cnccn2)cc(OC)c1OC,-10,-4%,0,-1%,-8,0%,0.3,-8%,-21%
CCOc1c2ccc(C(=O)NCc3ccccc3OC)cc2nn1CC,-1,20%,-29,4%,-9,4%,-0.4,6%,-19%
O=C(O)c1cccc(S(=O)(=O)N2CCCC(c3nc4c(nnn4Cc4ccccc4Cl)c(=O)[nH]3)C2)c1 (centres undefined),-10,-4%,11,5%,-16,-30%,1.0,4%,-20%
COC(=O)c1ccccc1NC(=O)CN1CCC(n2nnc3cc(C(F)(F)F)ccc32)CC1,-2,6%,-3,0%,u,-28%,1.2,12%,-6%
O=C(COC(=O)c1ccccc1Cl)Nc1cccc(S(=O)(=O)N2CCCCC2)c1,7,-2%,-2,u,3,-5%,-2.5,-8%,-4%
O=C1C=CN(Cc2ccccc2)C(c2ccccc2)C1 (centres undefined),-23,0%,-31,-3%,-1,5%,-4.6,7%,-10%
Cc1ccc2c(c1)N(CC(=O)NC1CCCCC1)C(=O)c1cccnc1O2,5,3%,6,17%,-3,-4%,-2.2,9%,0%
CCOc1cccc(NC(=O)Cc2cccs2)c1,0,-2%,3,-20%,-2,-2%,-0.1,22%,-3%
CC(C)CSC1=NSC2=NC(=O)/C(=C\c3coc4ccccc4c3=O)C(=N)N12,10,49%[activator],13,u,u,u,-3.6,-1%,17µM*
Nc1ccn(C2CC(O)C(CO)O2)c(=O)n1 (centres undefined),8,7%,-2,-8%,-6,-6%,2.0,-3%,-3%
CCc1ccccc1NC(=O)CSc1nnc(Cn2nnc3ccccc32)n1C,-28,1%,-9,2%,x,-4%,-2.1,-4%,-9%
CC(C)c1ccc(O)c(NC(=S)NC(=O)c2cccnc2)c1,u,-1%,-7,-8%,-6,0%,0.4,7%,-4%
Cc1ccc(S(=O)(=O)NCC(C)n2cncn2)cc1 (centres undefined),u,9%,8,2%,-2,2%,0.9,2%,-2%
CCN(C(=O)c1ccc(=O)[nH]c1)c1c(N)n(Cc2ccccc2)c(=O)[nH]c1=O,-1,4%,0,13%,0,6%,-0.1,-4%,-15%
CC(C)Oc1cccc(C(=O)C2CCCN(Cc3ccc(Oc4ncccn4)cc3)C2)c1 (centres undefined),-11,-13%,-10,u,9,-5%,-1.7,16%,-2%
O=C(O)c1cn(Cc2ccccc2Cl)c2ccc(S(=O)(=O)N3CCOCC3)cc2c1=O,1,3%,0,-4%,-3,3%,-1.8,-5%,0%
CCOc1ccc(-c2cnc(N)n2C)cc1,3,-23%,-3,0%,4,4%,0.0,-5%,-9%
CC(C)(C)c1nnc2sc(SCC(=O)NCc3ccco3)nn2c1=O,10,-6%,0,11%,-4,-19%,-1.5,-8%,-10%
CCOc1ccc(CNCCc2ccc(S(N)(=O)=O)cc2)cc1,-15,-3%,-19,-8%,0,-3%,-3.1,0%,-2%
CCOC(=O)c1ccc(NC(=O)c2ccc(CO)c(C(=O)NC3CCN(C(=O)OCC)CC3)c2)cc1,14,-12%,-4,12%,-1,-6%,-3.5,-2%,-9%
O=C(NCc1ccc(OC(F)(F)F)cc1)C1CC(c2cccc(F)c2)=NO1 (centres undefined),-9,9%,-6,94%[activator],-3,7%,0.3,13%,1%
CCN(c1ccccc1)S(=O)(=O)c1csc(C(N)=O)c1,21,-13%,5,6%,-5,6%,0.1,8%,27µM*
O=C(NC1CC1)C1CCN(S(=O)(=O)c2cc([N+](=O)[O-])ccc2Cl)CC1,-5,3%,-4,12%,-56*,u,-0.3,-1%,u
COc1cccc(NC(=O)CCCNC(=O)Cn2cnc3sc(C)c(C)c3c2=O)c1,-21,-64%,-9,7%,4,1%,-2.3,13%,-17%
Cc1cc(C)c2c(c1)-c1c(ssc1=S)C(C)(C)N2C(=O)CSc1nncn1C,-22,u,-3,u,-5,3%,0.2,-17%,-12%
Cc1ccc(C)c(-c2ccc(=O)n(Cc3cccc(Br)c3)n2)c1,-3,-18%,1,u,40,4%,-3.7,23%,-8%
Cc1cccc(C)c1N1C(=O)CC(N(O)c2ccccc2)C1=O (centres undefined),-23,234%[activator],-5,-13%,0,0%,-4.5,2%,-19%
COc1ccc(CNS(=O)(=O)c2ccc(-n3cnnn3)c(OC)c2)cc1,0,-2%,4,17%,-2,4%[57.1 µM],0.6,1%,-4%
CCOc1ccc(NC(=O)Nc2cc(C)ccc2OC)cc1,-18,-5%,-4,-9%,x,11%,0.1,1%,4%
NC(=O)C1CCN(C(=O)C2c3ccccc3C(=O)N3CCc4ccccc4C23)CC1 (centres undefined),-12,1%,-8,-2%,x,-1%,-1.7,-9%,-11%
O=C(c1ccco1)N(CC1CCCO1)c1nc(-c2ccccc2)cs1 (centres undefined),-13,1%,-14,0%,x,-10%,-1.1,19%,-13%
Cc1ccc(C(=O)c2cc3ccccc3o2)cc1[N+](=O)[O-],u,-11%,-4,3%,-6,6%,0.2,12%,-2%
CCN1CCCC1CNC(=O)CCNC(=O)c1cc(OC)c(OC)c(OC)c1 (centres undefined),18,0%,7,-23%,x,1%,1.5,-16%,-7%
CCOC(=O)C1(c2csc(N)n2)COC(=O)C1 (centres undefined),-14,4%,-6,14%,x,-3%,-1.6,2%,-18%
O=c1nc(/C=C/c2ccc(O)c(O)c2)oc2ccccc12,-30,-25%,-14,48%[activator],u,u,-2.5,-1%,-4%
Cc1cc(C)c2nc(N3CCCC(C(=O)NCCCN4CCOCC4)C3)sc2c1 (centres undefined),u,-1%,1,u,7,-4%,3.3,12%,0%
COc1cc2c(cc1OC)C(=O)CCC2,-21,-19%,-12,82%[activator],-10,4%,1.0,2%,-6%
Cc1ccc(-n2nc(C(=O)N/N=C/c3cccc(C(F)(F)F)c3)c3ccccc3c2=O)cc1C,13,-15%,-16,0%,-7,-1%,-0.2,0%,-6%
CCCc1nc2ccc(NC(=O)c3cccs3)cc2c(=O)n1Cc1ccc(Cl)cc1,-4,-1%,1,0%,2,-4%,-4.4,2%,-10%
O=C(COC(=O)c1ccc(Cl)c(S(=O)(=O)N2CCc3ccccc3C2)c1)Nc1ncc(Cl)cc1Cl,-21,-10%,6,4%,-6,2%,1.0,-26%,0%
CC(O)(c1ccc(Cl)cc1)C(c1ccccc1)c1ccccn1 (centres undefined),-5,-7%,1,u,23,-1%,-5.5,-7%,4%
O=C(c1ccc(F)cc1)N1CCN(c2cc(N3CCCCC3)c(F)cc2[N+](=O)[O-])CC1,-13,-7%,-26,u,x,-17%,6.5,3%,-5%
Nc1ncnc2nc(SCC(=O)Nc3ccccc3F)[nH]c12,11,5%,12,57%[activator],2,-2%[57.1 µM],0.2,5%,1%
O=C(Cc1ccccc1)Nc1nnc(-c2cccc([N+](=O)[O-])c2)s1,-16,12%,-13,18%,-7,1%,-3.2,1%,-7%
